# Neddylation inh = blocks human cullin neddylation. calls only at 25 µM. TR-FRET cullin neddylation, biochemical. actives 0.58% (n = 360,000); in the data active = inhibition above about 36%
# STEP inh = inhibitors of human striatal-enriched phosphatase STEP | P54829 | recombinant STEP, OMFP fluorogenic substrate, fluorescence | inhibition, % at 20 µM | actives 0.25% (n = 360,000);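 active = inhibition at 20 µM, scaled per plate between control wells, above about 37%, limit read from the data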;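 note: 0% = DMSO with enzyme and substrate and 100% = substrate only without enzyme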
#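 medium = Bis-Tris buffer pH 6.0, 2.5 mM DTT, 0.005% Tween 20 | test system = STEP (striatal-enriched tyrosine phosphatase) enzyme, cell-free | measure = normalized % inhibition | compound dosing = 20 µM, 1% DMSO | also added = 25 µM OMFP | schedule = reaction 20 min, ambient temperature | measured by = fluorescence read at 480 nm ex / 540 nm em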
# LMPTP inh = blocks human LMPTP phosphatase; AID 651560; inhibition, % at 20 µM; actives 0.22% (n = 360,000); recombinant LMPTP-A, OMFP fluorogenic substrate, fluorescence intensity;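 active = compounds that cut the enzyme signal by at least half of the control window in the single-dose screen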;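 note: plate controls were DMSO wells with enzyme plus substrate for no effect and substrate without enzyme for full effect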
#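 Test system: LMPTP-A, protein tyrosine phosphatase of low molecular weight; Input: 0.625 nM enzyme; Incubation: 50 min dark incubation at room temperature; Signal: endpoint fluorescence intensity from OMFP dephosphorylation; Read-out basis: % inhibition versus control wells.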
# Scp1 inh = inhibitors of human Scp-1 phosphatase; Q9GZU7; Recombinant Scp1, phosphopeptide, malachite green phosphate absorbance; inhibition, % at 20 µM; actives 0.88% (n = 340,000); AID 493091;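 active = inhibition above about 50% at 20 µM, limit read from the data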;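 note: plate controls were DMSO wells with enzyme for no effect and wells lacking enzyme for full effect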
#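 Incubation: 45 min enzyme reaction at room temperature / System: truncated SCP-1 phosphatase (76-261aa) / Reagent: Phospho 17-mer peptide substrate / Buffer or medium: Acidic Tris acetate buffer with magnesium and detergent / Signal: absorbance at 630 nm / Doses: one concentration, 20 µM, with 1.0% DMSO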
# NadD block = NadD (S. aureus) enzyme inhibition; inhibition, % at 20 µM; purified NadD enzyme, colorimetric absorbance read-out; actives 0.78% (n = 360,000); in the data active = inhibition above about 26%; note: some compounds past the cut are filed as inactive
# Rin1 Abl inh = human Rin1-Abl interaction inhibition; TR-FRET Rin1/Abl binding, biochemical; inhibition, % at 7.35 µM; actives 0.4% (n = 360,000); AID 588664; in the data active = inhibition above about 5%, passing the limit was not always enough
# Rpn11 block = blocks the human proteasome subunit Rpn11. O00487. human 26S proteasome, Ub4-pepOG fluorescence polarization; 20S core pre-blocked with epoxomicin. calls only at 20 µM. actives 0.59% (n = 360,000). AID 588493;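 active = inhibition at 20 µM, scaled to each plate's controls, above about 33%, limit read from the data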
# SUMO1-SIM PPI = SUMO1-SIM interaction modulation | inhibition, % at 20 µM | P63165 | actives 0.33% (n = 360,000) | SUMO1 binding to a labelled peptide, TR-FRET, 1 h; in the data active = inhibition above about 37%
# DNMT1 block = inhibitors of human DNMT1. P26358. DNMT1 molecular beacon, Hinp1I cleavage, fluorescence. inhibition (reported as % activation of signal), % at 10 µM. actives 0.83% (n = 360,000). AID 588458; in the data active = inhibition above about 50%
# CSN inh = CSN deneddylation inhibition; Purified CSN, SCF-Nedd8-OG deneddylation, fluorescence polarization; Q92905; inhibition, % at 12.5 µM; actives 0.38% (n = 360,000);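 active = pattern-corrected inhibition above about 35%, with an unprinted fluorescence ratio check between 0.5 and 1.5, limit read from the data, passing the limit was not always enough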;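 note: 0% = enzyme with substrate and 100% = substrate without enzyme; some results filed as inactive read as strong as hits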
#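 Material: human Csn5 produced in HEK293T cells; Input: enzyme 0.24 nM; Reagent: SCFSkp2-Nedd8OG substrate at 10 nM final; Dosing: 12.5 µM compound; Incubation: 90 min reaction at room temperature; Detection: fluorescence polarization of the substrate; Evaluation: % inhibition of substrate cleavage by Csn5; Control set: substrate-only high control, full reaction low control.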
# The depositor's hits bear a star; i = inactive; x = not tested or not shown.
# Letters: A = Neddylation inh; B = STEP inh; C = LMPTP inh; D = Scp1 inh; E = NadD block; F = Rin1 Abl inh; G = Rpn11 block; H = SUMO1-SIM PPI; I = DNMT1 block; J = CSN inh
Cn1cnc([N+](=O)[O-])c1Sc1ncnc2nc[nH]c12
  A: i; B: -2.1; C: 0.0; D: -3.3; E: -9.4; F: -0.9; G: i; H: -14.1; I: -0.5; J: 2.5

CCn1cc(C(=O)NCc2ccc3c(c2)OCO3)c(=O)c2cc(S(=O)(=O)N3CCOCC3)ccc21
  A: i; B: -2.5; C: 0.0; D: -4.6; E: -0.7; F: 0.3; G: i; H: 2.3; I: -3.6; J: 3.3

O=C1NC(=S)SC1=Cc1cccs1
  A: i; B: 0.9; C: -0.3; D: 53.1*; E: 2.0; F: 1.0; G: i; H: -9.5; I: -1.3; J: -0.1

CCc1cc2c(=O)c(-c3nc(C)cs3)c(CCCC(=O)O)oc2cc1O
  A: i; B: 0.1; C: -3.5; D: -4.9; E: -0.9; F: 5.3; G: i; H: 4.4; I: -0.5; J: -3.0

O=C(/C=C/c1cccnc1)c1cc(F)ccc1O
  A: i; B: -3.1; C: -0.6; D: -1.7; E: -6.0; F: -0.4; G: i; H: 0.5; I: 3.1; J: -5.0

O=C(Nc1ccccc1Sc1ccccc1)c1ccccc1F
  A: i; B: 0.7; C: 3.6; D: -15.9; E: -1.2; F: 0.7; G: i; H: -1.2; I: 0.9; J: -2.1

CN1CCCC(OC(=O)c2cccc(Br)c2)C1 (stereo not drawn)
  A: i; B: -1.3; C: -3.5; D: -10.2; E: 1.3; F: -2.6; G: i; H: 5.1; I: 2.2; J: 2.3

CC(C)c1ccc(C(C(=O)NC2CCCCC2)N(C(=O)c2ccccn2)c2cccnc2)cc1 (stereo not drawn)
  A: i; B: -1.3; C: 2.8; D: 5.2; E: 1.5; F: -2.5; G: i; H: -3.3; I: 2.4; J: -5.2

CCc1c(C)sc(NC(=S)N2CCN(S(C)(=O)=O)CC2)c1C(=O)OC
  A: i; B: 2.8; C: 0.2; D: -4.1; E: -10.5; F: -0.4; G: i; H: -4.0; I: -1.5; J: -3.2

CC(C)(C)NCC(O)(c1ccc(Cl)cc1)c1ccc(Cl)cc1
  A: i; B: 2.7; C: 0.6; D: 2.9; E: -3.0; F: 2.4; G: i; H: 3.4; I: -2.4; J: -3.0

COc1ccc(-c2cnc3c(NC=O)cc(-c4cc(OC)c(OC)c(OC)c4)cn23)cc1OC
  A: i; B: 4.4; C: 0.8; D: x; E: -3.5; F: 2.3; G: i; H: -12.8; I: -9.6; J: 7.3

Fc1ccc(F)c(NC(=S)NCCc2ccccc2)c1
  A: i; B: -2.2; C: 0.6; D: 4.8; E: -2.8; F: 0.1; G: i; H: 3.1; I: 2.1; J: -5.6

CC1=NN(C(=O)CSCc2ccccc2)C(O)(c2ccc(F)cc2)C1 (stereo not drawn)
  A: i; B: 0.3; C: 1.4; D: -2.7; E: -5.4; F: 1.2; G: i; H: -0.7; I: -2.3; J: 1.9

COc1ccc(S(=O)(=O)NC2(C(F)(F)F)NC(=O)N(CCc3ccc(OC)c(OC)c3)C2=O)cc1 (stereo not drawn)
  A: i; B: 0.6; C: -0.4; D: -0.8; E: -5.8; F: -2.4; G: i; H: 3.1; I: -0.3; J: -0.5

N/C(=N\OC(=O)CCCOc1ccccc1)c1ccncc1
  A: i; B: -3.4; C: -0.8; D: -8.0; E: 0.4; F: 3.0; G: i; H: -3.0; I: 0.0; J: 0.0

COc1cccc(CNC(=O)c2nnn(CC(=O)Nc3cccc(C)c3)c2N)c1
  A: i; B: -3.5; C: 4.5; D: -3.1; E: 4.5; F: 0.1; G: i; H: 1.4; I: 5.2; J: 2.6

O=C(NC(=S)NNS(=O)(=O)c1ccccc1)c1cccnc1
  A: i; B: -1.0; C: 2.9; D: 5.3; E: 0.5; F: 0.5; G: i; H: -5.0; I: -2.9; J: -6.7

CC1CCCCN1S(=O)(=O)c1ccc(C(=O)Nc2nnc(-c3ccncc3)o2)cc1 (stereo not drawn)
  A: i; B: 0.4; C: 0.1; D: -5.1; E: 12.2; F: 0.4; G: i; H: 7.4; I: 1.8; J: 1.7

O=C(NCc1ccco1)c1ccc(COCC(F)(F)F)cc1
  A: i; B: 14.6; C: -1.5; D: -10.9; E: -5.3; F: -0.2; G: i; H: -3.9; I: 5.4; J: 0.7

CCOC(=O)N1CCC(Nc2c(-c3ccc(C)cc3)c(=O)c2=O)CC1
  A: i; B: -0.1; C: 0.9; D: -5.0; E: -3.1; F: -6.2; G: i; H: -20.0; I: -4.2; J: 0.4

Cc1ncsc1CCOC(=O)C12CC3CC(CC(C3)C1)C2
  A: i; B: 3.9; C: -0.3; D: -5.5; E: 8.6; F: 1.1; G: i; H: 3.0; I: 1.1; J: 1.5

CCOc1ccc(CN2CCNC(=O)C2CC(=O)NCCc2ccccn2)cc1 (stereo not drawn)
  A: i; B: 1.4; C: -0.9; D: -0.6; E: -1.0; F: 1.4; G: i; H: -3.6; I: -4.5; J: -7.3

CCn1c(=O)cc(OCC(=O)Nc2ccccc2C#N)c2ccccc21
  A: i; B: -2.6; C: 1.0; D: -4.1; E: -0.8; F: -2.5; G: i; H: 6.5; I: 0.3; J: -4.2

Cc1ccc(S(=O)(=O)N2CCCN(S(=O)(=O)c3ccc(C)cc3)CC2)cc1
  A: i; B: -0.3; C: 0.7; D: -10.5; E: -5.7; F: -0.6; G: i; H: 2.4; I: -1.0; J: 2.4

Nc1nnnn1/N=C/c1ccc(N2CCCCC2)c([N+](=O)[O-])c1
  A: i; B: 4.2; C: 0.1; D: -7.3; E: -4.2; F: -6.9; G: i; H: -23.6; I: -0.2; J: -6.5

CCOC(=O)N1CCN(S(=O)(=O)c2c(C)[nH]c(=O)[nH]c2=O)CC1
  A: i; B: 3.1; C: 0.4; D: -6.7; E: -0.7; F: 0.2; G: i; H: 4.5; I: 1.9; J: 2.2

COCCNC(=O)C1(C)CCCN(C(=O)c2ccc(C(=O)OC)cc2)C1 (stereo not drawn)
  A: i; B: -0.2; C: -1.7; D: x; E: 2.0; F: 0.8; G: i; H: -0.7; I: -1.3; J: -4.9

CN(C)c1ccc(P(=O)(Nc2ccccc2)N2CCOCC2)c(NC(=O)c2cccs2)c1 (stereo not drawn)
  A: i; B: 0.4; C: 0.6; D: -5.3; E: -4.5; F: -0.8; G: i; H: 4.3; I: -5.7; J: -8.4

O=C(O)c1ccccc1-c1ccccc1C(=O)Nc1ccc2c(c1)CCC2
  A: i; B: -0.1; C: -0.4; D: -10.2; E: 3.5; F: 0.2; G: i; H: 3.6; I: 6.7; J: -0.6

Clc1ccc(-c2cc(CN3CCCCC3)no2)cc1Cl
  A: i; B: 0.5; C: -0.8; D: 6.2; E: -8.7; F: 0.1; G: i; H: 6.0; I: 0.9; J: -1.8

Cc1ccc(-c2ccc(/C=N/n3cnnc3)o2)cc1Cl
  A: i; B: -4.7; C: 1.8; D: 2.7; E: 4.6; F: -1.9; G: i; H: -22.4; I: 1.1; J: 1.9

O=C(O)c1c2c(nc3ccc(Cl)cc13)CCC2
  A: i; B: 6.5; C: 0.1; D: 23.5; E: -9.7; F: -1.2; G: i; H: 3.8; I: 47.4; J: 27.1

CC(Sc1n[nH]c(N)n1)C(=O)Nc1cccc2ccccc12 (stereo not drawn)
  A: i; B: -1.6; C: -1.5; D: 0.4; E: 1.1; F: -0.6; G: i; H: -1.4; I: -9.8; J: 3.0

COCCCNC(=O)CNC(=O)c1nn(-c2ccc(OC)cc2)c(=O)c2ccccc12
  A: i; B: -1.3; C: -1.5; D: -6.0; E: -2.7; F: -0.1; G: i; H: -14.9; I: 1.0; J: 1.5

COc1cc(C2C(C#N)=C(C)NC3=C2C(=O)c2ccccc23)cc(OC)c1OC (stereo not drawn)
  A: i; B: 3.1; C: -0.7; D: 0.5; E: -1.8; F: -4.9; G: i; H: -27.4; I: -27.1; J: 20.1

CCS(=O)(=O)N1CCC2(CC1)OCCN2S(=O)(=O)c1ccc(OC)cc1
  A: i; B: -2.0; C: -0.9; D: -6.1; E: 1.0; F: -2.8; G: i; H: -3.8; I: 0.8; J: -2.4

O=C(Nc1ccc([N+](=O)[O-])cc1)Nc1ccc(OC(F)F)c(Cl)c1
  A: i; B: 0.6; C: 5.0; D: -10.1; E: -6.6; F: 0.6; G: i; H: -4.7; I: -23.1; J: -4.4

c1ccc(COc2ccc(-c3cc4nc(NCc5ccc6c(c5)OCO6)ccn4n3)cc2)cc1
  A: i; B: 0.8; C: 7.2; D: x; E: 4.2; F: -3.3; G: i; H: -3.9; I: -29.2; J: 0.9

Cc1ccccc1NC(=O)c1cccc(N2C(=O)C3C4CC(C(Br)C4Br)C3C2=O)c1 (stereo not drawn)
  A: i; B: -1.0; C: 1.3; D: -7.6; E: -1.2; F: -0.6; G: i; H: 3.1; I: -1.7; J: 1.3

CN1CCN(S(=O)(=O)c2cccc(C(=O)Oc3ccc(C(C)(C)C)cc3)c2)CC1
  A: i; B: -0.4; C: -3.6; D: -0.4; E: -12.8; F: 2.6; G: i; H: -0.2; I: 0.7; J: 5.1

COc1ccc(OC)c(S(=O)(=O)N2CCN(C(=O)CCc3ccccc3)CC2)c1
  A: i; B: -0.1; C: -0.5; D: 1.0; E: -2.5; F: 3.3; G: i; H: 4.6; I: -1.6; J: -3.6

CCCCCCC#Cc1cncc(C(=O)NNC(=O)Nc2cc(Cl)cc(Cl)c2)c1
  A: i; B: 1.0; C: -0.3; D: -6.6; E: 13.5; F: 0.2; G: i; H: 0.8; I: 16.1; J: -2.4

CCN(CC(=O)Nc1c(F)cccc1F)C(=O)C1CCN(C(=O)Nc2ccccc2)CC1
  A: i; B: -0.4; C: -0.8; D: -3.9; E: -2.9; F: 3.4; G: i; H: -0.2; I: -1.0; J: -1.3

Cc1cccc(OCC(=O)Nc2ccc3c(C)cc(=O)oc3c2)c1
  A: i; B: -3.2; C: 4.4; D: 9.2; E: 1.0; F: 0.8; G: i; H: -1.3; I: 23.3; J: -17.1

CC(O)CNc1nc2c(c(=O)n(C)c(=O)n2C)n1Cc1cccc(Br)c1 (stereo not drawn)
  A: i; B: -4.5; C: -0.6; D: 0.3; E: -2.1; F: 7.8; G: i; H: 3.8; I: 2.7; J: -2.2

COc1cccc2sc(NC(=O)c3ccc(Br)s3)nc12
  A: i; B: -0.9; C: -0.3; D: -13.1; E: -6.9; F: -22.8; G: i; H: 2.8; I: -2.9; J: 3.6

# An excerpt from above in order of their number in CSN inh, falling.
canonical_smiles,Neddylation inh,LMPTP inh,Scp1 inh,NadD block,Rin1 Abl inh,Rpn11 block,SUMO1-SIM PPI,DNMT1 block,CSN inh
O=C(O)c1c2c(nc3ccc(Cl)cc13)CCC2,i,0.1,23.5,-9.7,-1.2,i,3.8,47.4,27.1
CCCCCCC#Cc1cncc(C(=O)NNC(=O)Nc2cc(Cl)cc(Cl)c2)c1,i,-0.3,-6.6,13.5,0.2,i,0.8,16.1,-2.4
O=C(Nc1ccc([N+](=O)[O-])cc1)Nc1ccc(OC(F)F)c(Cl)c1,i,5.0,-10.1,-6.6,0.6,i,-4.7,-23.1,-4.4

# Bioassay records: PubChem BioAssay, several laboratories
